# dFosB act: activators of delta FosB homodimer, primary screen, biochemical, fluorescence polarization, TAMRA-CDK5 oligo, single point | purified delta FosB; percent of positive-control signal above neutral wells | activation, % at 25 µM | 0.99% of 340,000 active | AID 493131, 2011;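 active = mean activation above about 17%, with every replicate also reaching it, limit read from the data, passing the limit was not always enough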;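 note: fluorescence polarization rise as delta FosB binds a TAMRA Cdk5 AP-1 oligo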
# MITF TRPM1 HTS: activators of MITF-driven TRPM1 promoter reporter, primary screen, cell-based, SK-MEL-5, luciferase, single point. SK-MEL-5 TRPM1-promoter luciferase, 24 h; % of positive control, neutral wells = 0. activation, % at 12.5 µM. 0.75% of 300,000 active. AID 588334, 2011;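 active = mean activation of at least 80% with every replicate also reaching 80%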;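 note: 0% = neutral control wells and 100% = parthenolide positive control wells; values of inactives mirror those of a sister screen read the other way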
# PvdQ inh: P. aeruginosa PvdQ acylase inhibitors, primary screen, biochemical, fluorescence, plate reader and imaging, single point; PvdQ acylase [Pseudomonas aeruginosa LESB58]; purified PvdQ acylase; inhibition, % at 10 µM; 0.063% of 340,000 active; in the data active = inhibition above about 30%, passing the limit was not always enough;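 note: 0% = vehicle neutral wells and 100% = reference inhibitor wells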
# Rtt109 Vps75: inhibitors of C. albicans Rtt109/Vps75 HAT, primary screen, biochemical, ThioGlo CoA-SH fluorescence, plate reader; Histone acetyltransferase RTT109 (Candida albicans (strain SC5314 / ATCC MYA-2876)), …; purified Rtt109/Vps75, 4 h; inhibition, % at 34.9 µM; 0.16% of 330,000 active; AID 540336, 2011;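 active = inhibition of at least 50% in every replicate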
# Wnt bcat act: Wnt/beta-catenin pathway activators, primary screen, cell-based, plate reader, single point; Wnt/beta-catenin reporter cell assay, activator; activation, % at 9.35 µM; 1.2% of 300,000 active; AID 743398, 2014; in the data active = activation above about 30%, passing the limit was not always enough;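 note: 0% = neutral control wells and 100% = positive control wells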
# SR-BI uptake up: activators of SR-BI mediated DiI-HDL uptake, primary screen, ldlA[mSR-BI] CHO cells, DiI fluorescence. 3 h; 100 = double the neutral-control signal. activation, % at 12.5 µM. 0.096% of 320,000 active;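 active = mean replicate activation of at least 60% and every replicate at or above 60%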;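 note: 0% = median plate neutral-control signal and 100% = twice that signal; values of inactives mirror those of a sister screen read the other way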
#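 Test system: SR-BI-overexpressing, LDLR-lacking CHO cells; Also added: labelled HDL, 10 µg/mL; Measured by: bottom-read cell fluorescence after medium removal, ex 550/em 595 nm; Timing: 3 h uptake period with compound, 37 °C; Buffer or medium: F12, 0.5% BSA, 25 mM HEPES; Doses: single compound concentration, delivered by pin transfer.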
# CDK5 inh: inhibitors of human CDK5/p35 kinase, primary screen, biochemical, single concentration. Cyclin-dependent kinase 5 (Homo sapiens) + Cyclin-dependent kinase 5 activator 1 (Homo …. Recombinant CDK5/p35, ADP-Glo luminescence, 60 min. inhibition, % at 10 µM. 0.01% of 330,000 active;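 active = highest replicate inhibition of at least 50% and at least 75% of replicates reaching 50%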;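 note: plate controls were DMSO neutral control for no effect and GW8510 at 10 µM for full effect; many of its hits are not listed in these tables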
# SR-BI DiI inh: inhibitors of SR-BI mediated HDL lipid uptake, primary screen, ldlA[mSR-BI] cells, fluorescence, single point; Scavenger receptor class B member 1 (Mus musculus), Q61009; ldlA[mSR-BI] CHO cells, DiI-HDL uptake fluorescence, 3 h; inhibition, % at 12.5 µM; 0.96% of 320,000 active;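 active = mean replicate inhibition of at least 70% and a set share of replicates each scoring 70 or more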;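 note: 0% = median of neutral control wells and 100% = median of positive control wells; values of inactives mirror those of a sister screen read the other way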
# Target sequence (Q61009 whole entry, looked up): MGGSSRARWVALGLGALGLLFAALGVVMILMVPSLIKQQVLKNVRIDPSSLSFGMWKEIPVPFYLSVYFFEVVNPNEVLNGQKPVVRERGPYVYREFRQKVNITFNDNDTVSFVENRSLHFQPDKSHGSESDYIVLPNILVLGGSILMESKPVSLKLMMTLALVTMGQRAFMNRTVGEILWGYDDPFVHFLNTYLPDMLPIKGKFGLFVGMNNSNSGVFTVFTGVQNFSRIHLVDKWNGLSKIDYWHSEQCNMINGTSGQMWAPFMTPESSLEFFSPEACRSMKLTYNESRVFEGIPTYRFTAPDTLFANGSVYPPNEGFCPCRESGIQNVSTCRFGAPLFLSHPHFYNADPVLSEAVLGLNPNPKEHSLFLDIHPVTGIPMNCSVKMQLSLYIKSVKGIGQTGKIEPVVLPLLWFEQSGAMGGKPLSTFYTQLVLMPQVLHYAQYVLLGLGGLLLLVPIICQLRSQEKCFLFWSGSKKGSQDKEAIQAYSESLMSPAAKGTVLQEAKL
# RTF Ca sens act: cardiac RTF calcium sensitivity activators, primary screen, biochemical, IANBD-TnC fluorescence, EC20 calcium; IANBD-labeled TnC RTF fluorescence at EC20 calcium; 0% EC20 calcium, 100% full calcium; activation, % at 7.2 µM; 0.24% of 340,000 active;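 active = activation above the mean over all tested compounds plus 3 SD, cut at about 30% in these data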;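 note: rise in fluorescence read as greater calcium sensitivity of cardiac thin filaments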
# HTR5A ag: HTR5A agonists in luminescence cell assay, primary screen, counter-screen for OPRM1-OPRD1 heterodimer agonist project, full-deck HTS. cell-based. activation, % at 9.3 µM. AID 504692, 2011. 5-hydroxytryptamine receptor 5A (Homo sapiens), P47898. 0.61% of 340,000 active; in the data active = activation mostly above about 9.5%, no sharp cut-off; inactive = mostly below about 7.6%;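 note: 0% = cells with vehicle only and 100% = reference agonist; strong numbers were not always called active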
# * = called active by the depositor; x = not tested or not shown.
SMILES,dFosB act,MITF TRPM1 HTS,PvdQ inh,Rtt109 Vps75,Wnt bcat act,SR-BI uptake up,CDK5 inh,SR-BI DiI inh,RTF Ca sens act,HTR5A ag
COCCN(CC(=O)NCc1ccc(OC)cc1)C(=O)CCC(=O)Nc1nccs1,5.7,-7.3,5.7,1.9,x,-7.4,1.1,7.4,-0.1,-4.8
O=C(Cc1ccccc1F)Nc1nc(-c2ccc(F)cc2)cs1,-0.8,72.5,-20.6,16.7,4.4,-22.3,-1.7,22.3,5.9,3.4
CCCNC(=O)c1ccc2c(c1)ncn2-c1cc(C)cc(C)c1,-16.1,-8.8,-0.7,13.2,-1.5,-56.6,-0.9,56.6,2.0,1.7
CCNC(=S)NNC(=O)c1cc(-c2cc(C)ccc2C)nc2ccccc12,-5.6,-5.1,-20.6,1.7,-0.3,0.4,1.5,-0.4,2.8,-3.8
CC(C)(C)NS(=O)(=O)c1ccc2c(c1)oc(=O)c1cc(S(=O)(=O)NC(C)(C)C)ccc12,-2.3,-1.9,-5.1,-10.6,x,-9.8,1.7,9.8,0.4,3.4
COc1ccc(C(=Cc2cc(OC)c(OC)cc2[N+](=O)[O-])C(=O)O)cc1,2.9,-12.6,-14.8,2.2,-5.8,8.6,-2.1,-8.6,3.7,-1.9
O=C(CSc1nnnn1C1CCCCC1)N1CCN(C(=O)c2ccco2)CC1,-1.3,-19.0,-6.7,-8.7,-1.2,3.7,-0.9,-3.7,-2.2,0.8
CC(C)CCNc1nc(N)c([N+](=O)[O-])c(NCCO)n1,-6.1,16.5,9.5,3.1,-1.0,-2.8,2.2,2.8,-0.7,-4.8
CCOc1ccc(C2C(C(N)=O)=C(C)Nc3ncnn32)cc1OC (stereo not drawn),5.0,2.0,-4.6,6.8,-1.1,24.5,0.4,-24.5,-1.8,2.8
O=C(COc1ccc([N+](=O)[O-])cc1)Nc1cc(C(=O)O)cc(C(=O)O)c1,0.5,-5.3,-10.7,1.4,-2.4,22.4,-1.5,-22.4,3.8,2.4
CN(/N=C/c1cccnc1)C1=NS(=O)(=O)c2ccccc21,0.6,4.7,-9.7,1.0,5.5,8.3,-7.1,-8.3,1.9,-0.6
CCOC(=O)N1CCC(Nc2ncnc3c2cnn3-c2ccccc2)CC1,-11.0,0.8,-1.1,-0.8,x,-3.7,2.4,3.7,-2.5,-1.6
CCN(C[C@H]1N[C@@](CC)(C(=O)OC)[C@H]2C(=O)N(Cc3ccccc3)C(=O)[C@@H]12)S(=O)(=O)c1ccc(OC)cc1,-5.9,-5.7,1.2,-2.2,-1.2,-6.4,-5.9,6.4,-5.2,1.1
Cc1ccccc1CS(=O)(=O)c1ccc(C(=O)N2CCC(C)CC2)cc1[N+](=O)[O-],-2.1,-22.2,-14.1,-12.3,-1.0,18.3,0.0,-18.3,-2.2,1.9
O=C(Nc1ccc(N2CCOCC2)cc1)c1nc2ccccc2s1,-5.1,36.1,-11.3,-2.8,18.0,x,0.5,x,0.2,1.3
CCOc1cc(NC(=O)c2ccccn2)c(OCC)cc1NC(=O)c1ccccc1,-6.0,-5.5,-12.8,-2.4,0.2,-56.8,-1.8,56.8,0.2,-6.3
COc1ccc(OC)c(C2C3=C(CCCC3=O)Nc3c2c(=O)n(C)c(=O)n3C)c1 (stereo not drawn),-3.6,-5.8,-4.5,8.8,-1.1,18.8,1.2,-18.8,-3.9,6.1
CCN(CC)C(=O)Nc1c(C)n(C)n(-c2ccccc2)c1=O,6.2,-8.0,-15.4,-2.7,-1.2,11.8,-1.9,-11.8,5.4,0.7
Cc1ccc(/C=C/c2ccc(=O)n(Cc3ccccc3Cl)n2)cc1,-13.6,-8.0,-14.6,-0.7,x,13.4,0.2,-13.4,-4.2,1.5
O=C(c1ccc(Cl)cc1)N1CCC(=O)N(C(CO)Cc2ccccc2)CC1 (stereo not drawn),-2.6,-0.2,3.7,9.8,-2.4,6.3,0.9,-6.3,8.6,-0.7

# The final 5 compounds of the part above lead into the next.
SMILES,dFosB act,MITF TRPM1 HTS,PvdQ inh,Rtt109 Vps75,Wnt bcat act,SR-BI uptake up,CDK5 inh,SR-BI DiI inh,RTF Ca sens act,HTR5A ag
CCOc1cc(NC(=O)c2ccccn2)c(OCC)cc1NC(=O)c1ccccc1,-6.0,-5.5,-12.8,-2.4,0.2,-56.8,-1.8,56.8,0.2,-6.3
COc1ccc(OC)c(C2C3=C(CCCC3=O)Nc3c2c(=O)n(C)c(=O)n3C)c1 (stereo not drawn),-3.6,-5.8,-4.5,8.8,-1.1,18.8,1.2,-18.8,-3.9,6.1
CCN(CC)C(=O)Nc1c(C)n(C)n(-c2ccccc2)c1=O,6.2,-8.0,-15.4,-2.7,-1.2,11.8,-1.9,-11.8,5.4,0.7
Cc1ccc(/C=C/c2ccc(=O)n(Cc3ccccc3Cl)n2)cc1,-13.6,-8.0,-14.6,-0.7,x,13.4,0.2,-13.4,-4.2,1.5
O=C(c1ccc(Cl)cc1)N1CCC(=O)N(C(CO)Cc2ccccc2)CC1 (stereo not drawn),-2.6,-0.2,3.7,9.8,-2.4,6.3,0.9,-6.3,8.6,-0.7
Cc1occc1C(=O)N/N=C/c1ccc(OCc2ccccc2)cc1,30.5*,x,6.7,-9.7,37.7*,-9.7,0.6,9.7,-4.4,2.8
CCOCCCN1C(=O)CN(C2CCCCCC2)C(=O)C1c1ccc(OC)cc1 (stereo not drawn),-5.8,9.5,-9.7,14.8,x,16.7,-1.0,-16.7,-5.9,2.3
COc1ccc(C(C#N)N2CCCCC2)cc1OC (stereo not drawn),-2.6,-11.6,-1.0,29.7,-1.1,2.6,-2.0,-2.6,2.4,-2.3
NS(=O)(=O)c1ccc(N2C(=O)C3CC=CCC3C2=O)cc1 (stereo not drawn),-2.9,x,-8.8,1.7,-0.7,-1.2,-1.9,1.2,0.3,2.0

# Assay outcomes: PubChem BioAssay, several laboratories

# The order is random. About 4.4% of those tested had a hit in this group.
